Mtb BioA inh – blocks M. tuberculosis BioA enzyme activity; AID 602481; purified M. tuberculosis BioA enzyme, plate reader; 360,000 compounds, 0.096% hits; inhibition, % at 9.99 µM; in the data active = inhibition above about 40%; inconclusive = no clear call, values can overlap the other calls
BoNT-F LC inh – BoNT F light chain protease inhibition | Multiplex microsphere protease cleavage assay, flow cytometry | inhibition, % at 10 µM | 360,000 compounds, 0.22% hits | AID 588497; in the data active = inhibition above about 35%, passing the limit was not always enough; inconclusive = no clear call, values can overlap the other calls; also: plate controls were buffer without enzyme for full effect and enzyme alone for no effect
CCHFV vOTU inh – CCHFV vOTU protease inhibition; Pep-AMC fluorescence; inhibition, % at 11.5 µM; 370,000 compounds, 0.55% hits; AID 651958; also: 0% = vehicle wells with enzyme and 100% = no enzyme wells
Mtb UGM inh – Mtb UDP-galactopyranose mutase inhibition; P9WIQ1; purified UGM, fluorescence polarization probe displacement; inhibition, % at 10 µM; 320,000 compounds, 0.06% hits; AID 504406; in the data active = inhibition above about 10%, passing the limit was not always enough; inconclusive = no clear call, values can overlap the other calls
FBA Mtb inh – inhibits M. tuberculosis FBA enzyme; 360,000 compounds, 2.3% hits; P9WQA3; inhibition, % at 1 µM; AID 588726; purified M. tuberculosis FBA, fluorescence read-out; in the data active = inhibition above about 27%;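 also: 0% = vehicle and 100% = reference inhibitor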
Target sequence (P9WQA3 whole entry, looked up): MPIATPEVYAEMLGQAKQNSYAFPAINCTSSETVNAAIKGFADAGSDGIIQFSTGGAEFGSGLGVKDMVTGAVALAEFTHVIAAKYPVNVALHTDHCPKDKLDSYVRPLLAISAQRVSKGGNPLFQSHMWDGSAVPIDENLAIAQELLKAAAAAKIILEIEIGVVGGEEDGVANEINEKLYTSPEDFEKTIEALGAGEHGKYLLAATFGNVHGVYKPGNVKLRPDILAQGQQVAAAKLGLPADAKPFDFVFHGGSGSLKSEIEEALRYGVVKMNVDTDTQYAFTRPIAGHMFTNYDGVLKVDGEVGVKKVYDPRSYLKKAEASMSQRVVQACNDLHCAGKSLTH
FadD28 binding – blocks FadD28 binding to the bisubstrate probe. fluorescence polarization. inhibition, % at 12.5 µM. 360,000 compounds, 0.22% hits. AID 588549; in the data active = inhibition above about 8.5%, passing the limit was not always enough; inconclusive = no clear call, values can overlap the other calls
VHR inh abs – inhibitors of human VHR1 phosphatase (DUSP3) | P51452 | recombinant VHR phosphatase, pNPP absorbance | inhibition, % at 13.3 µM | 290,000 compounds, 0.52% hits | AID 1654; in the data active = inhibition above about 50%; also: some compounds called inactive have numbers as strong as hits
Target sequence (P51452 whole entry, looked up): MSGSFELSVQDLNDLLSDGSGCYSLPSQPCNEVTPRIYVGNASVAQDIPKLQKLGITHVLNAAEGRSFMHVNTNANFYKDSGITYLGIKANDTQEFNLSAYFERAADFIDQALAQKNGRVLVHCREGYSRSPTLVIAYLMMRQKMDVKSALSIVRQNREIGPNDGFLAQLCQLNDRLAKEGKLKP
GDH-TPI counter – GDH-TPI coupled enzyme inhibition counter-screen; GDH-TPI coupled enzyme counterscreen, NADH absorbance; inhibition, % at 4.8 µM; 360,000 compounds, 1.2% hits; AID 588335;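 also: 0% = DMSO wells and 100% = wells lacking the enzyme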
Rv3671c protease – inhibits the M. tuberculosis serine protease Rv3671c | P9WHR9 | inhibition, % at 5.96 µM | 320,000 compounds, 0.048% hits; in the data active = inhibition above about 38%;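 also: extracellular domain of Rv3671c used as enzyme; 0% = enzyme with DMSO and 100% = no enzyme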
Target sequence (P9WHR9 whole entry, looked up, the tested form may be a part): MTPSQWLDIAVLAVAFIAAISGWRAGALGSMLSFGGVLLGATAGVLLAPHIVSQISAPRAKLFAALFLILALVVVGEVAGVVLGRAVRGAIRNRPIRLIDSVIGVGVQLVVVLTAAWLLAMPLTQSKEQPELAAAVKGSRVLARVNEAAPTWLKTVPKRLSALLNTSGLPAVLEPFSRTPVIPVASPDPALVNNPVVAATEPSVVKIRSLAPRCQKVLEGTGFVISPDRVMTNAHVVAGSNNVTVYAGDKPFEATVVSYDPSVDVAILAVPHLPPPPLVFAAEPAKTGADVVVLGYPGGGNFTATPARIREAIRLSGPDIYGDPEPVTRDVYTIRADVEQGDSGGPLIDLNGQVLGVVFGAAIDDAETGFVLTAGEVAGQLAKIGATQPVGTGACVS
MazEF act – increases E. coli MazEF RNase cleavage of RNA; P0AE70; FAM/BHQ RNA-DNA oligo cleavage fluorescence, 5 h; activation, % at 20 µM; 350,000 compounds, 0.32% hits; in the data active = activation above about 50%
Target sequence (P0AE70 whole entry, looked up): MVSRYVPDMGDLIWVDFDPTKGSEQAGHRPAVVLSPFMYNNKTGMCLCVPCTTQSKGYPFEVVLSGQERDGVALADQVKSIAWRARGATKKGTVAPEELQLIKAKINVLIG
Numbers without * were called inactive; ? = inconclusive; / = no result given. Rule as the data show it, unless noted: active = inhibition above about 30%; inactive = the rest.

SMILES | Mtb BioA inh | BoNT-F LC inh | CCHFV vOTU inh | Mtb UGM inh | FBA Mtb inh | FadD28 binding | VHR inh abs | GDH-TPI counter | Rv3671c protease | MazEF act
Cc1cccc(N2CC(C(=O)Nc3ccccc3N3CCCC3)CC2=O)c1C (stereo not given) | / | -10 | 17 | 0.5 | 3 | 1.3 | / | -2 | 4 | 3
COc1cccc(/C=C2\SC(=S)N(CCC(=O)N3CCCCC3CCO)C2=O)c1 (stereo not given) | -0.3 | 4 | 16 | -0.9 | -4 | -1.9 | 0 | 21 | -11 | -26
COc1ccccc1N(CC(=O)NCc1ccc2c(c1)OCO2)C(=O)CCC(=O)Nc1nccs1 | -3.2 | -2 | -16 | 1.6 | 0 | -0.7 | -2 | 1 | 9 | -20
O=S(=O)(c1ccc2ccccc2c1)N(CC(O)CN1CCOCC1)c1ccccc1 (stereo not given) | 2.1 | 3 | -1 | 3.3 | 7 | -4.5 | 12 | 2 | 1 | 0
COc1ccc(NC(C)C(=O)N/N=C/c2ccccc2OCc2ccc(Br)cc2)cc1 (stereo not given) | 0.2 | -5 | 21 | 0.7 | 3 | -1.3 | -8 | 5 | 1 | 3
COc1cccc(C(=O)Nc2ccccc2NC(=O)c2cccc(OC)c2)c1 | 1.0 | 12 | 3 | 1.2 | -1 | -1.8 | 18 | 6 | 3 | -12
COc1ccccc1C(CNC(=O)c1cccc(S(=O)(=O)N2c3ccccc3CC2C)c1)N(C)C (stereo not given) | -6.2 | -6 | 4 | / | 4 | -0.4 | / | 6 | / | 6
COc1ccc(OC)c(-c2nnc3n2N=C(c2ccc(OC)c(OC)c2)CS3)c1 | 7.3 | 4 | 18 | 4.9 | 2 | -1.7 | / | 34* | 13 | 4
Cc1[nH]nc2c1C(c1ccsc1)C1=C(CC(C)(C)CC1=O)N2 (stereo not given) | / | 5 | -14 | 3.6 | 55* | -0.6 | 14 | 23 | 5 | 0
OCCOCCn1c(C(CO)Nc2nc(-c3ccc(Cl)cc3)cs2)nc2ccccc21 (stereo not given) | -0.8 | 1 | -2 | 0.9 | 1 | -3.2 | / | -8 | 9 | 0
O=C(NCCN1CCOCC1)c1ccc2ccccc2c1 | 0.4 | -2 | 4 | -1.2 | -1 | -0.4 | 28 | 11 | 1 | -13
Cc1cc(C)n(-c2ccc(C(=O)N3CC(C)OC(C)C3)cc2)n1 (stereo not given) | / | 1 | -3 | -0.5 | 2 | 0.0 | 23 | 3 | -1 | 1
CC[C@@H](Nc1ncnc2c1oc1ccccc12)C(=O)O | -1.8 | 3 | -5 | -1.3 | -1 | -0.2 | -1 | 1 | -1 | 9
COc1cc(OC)cc(-c2c(-c3ccc(F)cc3)c3cc(-c4ccc5cc[nH]c5c4)ccc3n2C)c1 | -4.6 | -3 | 10 | 5.8 | 26 | -3.4 | / | 43* | 6 | -12
CCOc1ccc(C(C)=O)cc1Cn1nc(C(=O)O)c2ccccc2c1=O | 0.8 | 2 | 2 | 0.6 | 5 | 0.9 | 12 | -2 | -6 | -17
CCN1CCN(CCC(=O)Nc2cc(OC)cc(OC)c2)CC1 | 0.6 | -13 | 15 | 0.0 | 1 | -0.8 | 51* | -9 | 7 | 5
CCN(CC)C(=S)Nc1c(C)n(C)n(-c2ccccc2)c1=O | / | -2 | 5 | 3.6 | 3 | -0.6 | 26 | 2 | -2 | -1
O=C(CNc1cccc(F)c1)Nc1cccc(S(=O)(=O)N2CCCCC2)c1 | -0.8 | 12 | 12 | / | -1 | -2.0 | / | 0 | / | 7
C[C@H](O)[C@@H]1C(=O)N2CCc3ccc(-c4ccccc4)cc3[C@@H]2C[C@@H]1N(C)C(=O)NC1CCCCC1 | 0.2 | -2 | 0 | / | 1 | -6.6 | / | 10 | / | 7
CN1C(=O)C(O)(C2CCCCCC2=O)c2ccccc21 (stereo not given) | -0.5 | ? | 3 | 1.6 | -2 | -1.7 | 15 | 7 | 4 | 0
COc1ccc(/C=C/C(=O)Nc2ccc(C34CC5CC(CC(O)(C5)C3)C4)cc2)cc1OC | / | -3 | 6 | -0.2 | -1 | 0.2 | -5 | 31* | -81 | -1
CC(C)C(=O)Nc1cccc(NC(=O)c2cccc([N+](=O)[O-])c2)c1 | 12 | 6 | 8 | 2.9 | 2 | -1.7 | 27 | -4 | -3 | 1
CC(C)(C)C1CCc2onc(C(=O)O)c2C1 (stereo not given) | / | -5 | -14 | -2.1 | -2 | -2.3 | 30 | 2 | 6 | 5
Cc1cc(=O)oc2cc(OCC(O)Cn3ccnc3)ccc12 (stereo not given) | 1.4 | -28 | -19 | -0.2 | 43* | 0.5 | 2 | 27 | 7 | -24
CN(CC(O)COC(c1ccccc1)c1ccccc1)C1CCCCC1 (stereo not given) | / | -6 | 16 | -1.4 | 1 | -3.2 | 11 | 4 | -1 | 1
CN(C(=O)COc1cc(=O)n(C)c2ccccc12)c1ccc(Br)cc1 | -0.7 | 0 | 7 | -0.6 | 0 | -6.2 | 7 | 1 | 3 | 10
O=C(NCc1ccccc1)C(c1ccccc1)N(C(=O)c1csnn1)c1ccc(F)cc1 (stereo not given) | 0.4 | 0 | 10 | -0.6 | 1 | -0.8 | 33 | -2 | -1 | 3
COC(=O)C1=C(c2ccc(-c3ccccc3)c(F)c2)C[C@@H]2CC[C@H]1N2C(=O)NC1CCCCC1 | -1.5 | -1 | -4 | 2.7 | 1 | -0.7 | / | 6 | -10 | -3
COCCNC(=O)c1cccc(S(=O)(=O)N2CC3(C)CC2CC(C)(C)C3)c1 (stereo not given) | / | 15 | 33* | -1.1 | 1 | -0.2 | / | -2 | 2 | 4
CC1CCCCC1NC(=O)CSc1nnc(C(F)(F)F)n1C (stereo not given) | 1.6 | -4 | 1 | / | 1 | -2.9 | / | -4 | / | 9
CCOc1ccc(CCN2C(=O)C3C4C=CC(C4)C3C2=O)cc1OCC (stereo not given) | -1.6 | -7 | 1 | -0.9 | 3 | -2.2 | -2 | 14 | 1 | -11
Cc1ccc(S(=O)(=O)N2CCCC2C(=O)O)s1 (stereo not given) | -4.5 | -4 | -1 | 0.8 | -1 | -1.2 | 31 | -3 | 1 | -11
Cc1ccc(CNS(=O)(=O)c2ccc(F)c(F)c2)n1C | -0.2 | -15 | -4 | -0.2 | 2 | -0.3 | -32 | -6 | -13 | 0
CN(CCc1ccccc1)C(=O)c1ccc(NC(=O)Cc2ccc(NC(=O)C3CCCN(S(=O)(=O)c4cccc([N+](=O)[O-])c4)C3)cc2)cc1 (stereo not given) | -1.3 | -7 | -1 | / | 1 | -0.8 | / | 5 | / | -5
Cc1c(Br)c([N+](=O)[O-])nn1C(C)C(=O)NCc1ccco1 (stereo not given) | -1.1 | -14 | -1 | 2.3 | -2 | -2.1 | 9 | -4 | -8 | 3
Cc1cc(C(=O)CN2C(=O)C(=O)N(C)C2=O)c(C)n1-c1cccc(S(=O)(=O)N2CCOCC2)c1 | -2.4 | 2 | -14 | 0.1 | -2 | -2.8 | 13 | -11 | 8 | 6
Cc1ccc2nc(SCC(=O)Nc3cccc(S(N)(=O)=O)c3)[nH]c2c1 | / | 2 | 7 | -0.8 | -4 | -3.7 | 13 | -3 | -2 | 11
COc1ccc(CCNC(=O)CSc2nnnn2-c2ccc(OC)c(OC)c2)cc1OC | / | 0 | 7 | -0.3 | -7 | -4.1 | 25 | -4 | -1 | 2
CC(C)C(NS(=O)(=O)c1ccccc1F)C(=O)OCC(=O)NCc1ccco1 (stereo not given) | -1.1 | 7 | 3 | / | 0 | -1.5 | / | -1 | / | 6
COc1cccc(NC(=O)c2cc(-c3cccnc3)nc3c(Cl)cccc23)c1 | -1.0 | 1 | -16 | 1.4 | 1 | -1.9 | 4 | 27 | -6 | 2

Part of the list above, set out differently.
Sequence of screens – Mtb BioA inh, BoNT-F LC inh, CCHFV vOTU inh, Mtb UGM inh, FBA Mtb inh, FadD28 binding, VHR inh abs, GDH-TPI counter, Rv3671c protease, MazEF act
CC(C)(C)C1CCc2onc(C(=O)O)c2C1 (stereo not given)
→ /, -5, -14, -2.1, -2, -2.3, 30, 2, 6, 5
Cc1cc(=O)oc2cc(OCC(O)Cn3ccnc3)ccc12 (stereo not given)
→ 1.4, -28, -19, -0.2, 43*, 0.5, 2, 27, 7, -24
CN(CC(O)COC(c1ccccc1)c1ccccc1)C1CCCCC1 (stereo not given)
→ /, -6, 16, -1.4, 1, -3.2, 11, 4, -1, 1

The list continues:
SMILES | Mtb BioA inh | BoNT-F LC inh | CCHFV vOTU inh | Mtb UGM inh | FBA Mtb inh | FadD28 binding | VHR inh abs | GDH-TPI counter | Rv3671c protease | MazEF act
O=C(CCCN=C1NS(=O)(=O)c2ccccc21)OCc1ccccc1 | -1.5 | 10 | -8 | -1.7 | -3 | -4.7 | / | 5 | 1 | 8
COc1ccccc1NC(=O)Cn1nnc2sc3c(c2c1=O)CC(C)(C)OC3 | -0.8 | 23 | 7 | -0.5 | -1 | -3.7 | -3 | 7 | 7 | -2
CC1=NN(c2ccccc2)C(=O)C1/C=C1\C(=O)NC(=O)N(c2ccc(C)c(C)c2)C1=O (stereo not given) | 0.2 | ? | 14 | 3.5 | -3 | -2.4 | 35 | 2 | -20 | -6
COc1cc(SC)ccc1C(=O)Nc1ccccc1C#N | -9.9 | 5 | -5 | 0.1 | -1 | 0.4 | -15 | 21 | -9 | 16
Cn1c(CCNS(=O)(=O)c2ccc(F)cc2)nnc1SCc1cccnc1 | -0.3 | 19 | 3 | 0.4 | 0 | 1.2 | 17 | 7 | -5 | 5
CC(=O)N1N=C(c2ccccc2)OC1c1ccc([N+](=O)[O-])s1 (stereo not given) | / | -5 | / | -0.4 | 1 | -3.8 | 21 | 2 | -16 | 1
COc1cc(C2CC(=O)NC3=C2C(=O)CC(C)(C)C3)cc(OC)c1O (stereo not given) | -1.5 | -18 | 0 | 4.0 | 2 | -0.5 | 31 | 5 | -4 | -10
Cc1cc(SCC(=O)NN=C2CCN(C(C)C)CC2)c(C)cc1Br | 13 | -10 | 17 | -1.5 | 6 | -2.4 | 5 | 6 | -4 | -1
Cc1cc(Cl)ccc1C(=O)C1CCCN(C(=O)c2nonc2C)C1 (stereo not given) | 2.1 | 2 | 12 | -2.9 | -7 | -4.5 | 16 | -6 | 2 | 1
COc1ccccc1N1CCN(C2CCCN(C(=O)c3cc(C(C)C)on3)C2)CC1 (stereo not given) | -3.4 | 7 | 4 | / | 2 | -1.2 | / | 15 | / | -2
CC(=O)c1ccccc1NCC(=O)Nc1ccc(C)cc1 | -1.2 | 10 | -5 | 0.1 | 1 | -3.6 | 15 | 4 | -6 | -7
CC1(C(=O)NS(=O)(=O)c2cccs2)CCN1C(=O)CCc1ccc(Cl)cc1Cl (stereo not given) | 0.0 | -9 | 4 | / | 4 | 1.7 | / | 10 | / | /
O=C(COC(=O)c1ccccc1[N+](=O)[O-])Nc1cc(S(=O)(=O)N2CCOCC2)ccc1N1CCCC1 | / | 3 | -5 | 2.8 | 0 | -2.4 | -10 | -3 | -1 | 1
Cc1ccc(C)c(N2CCN(c3nnnn3-c3ccccc3)CC2)c1 | 1.0 | 0 | 2 | -0.4 | 8 | -0.7 | -8 | -6 | 0 | -4
O=C(Cn1c(C(F)(F)F)nc2ccccc21)N1CCCC1 | -1.5 | ? | 10 | -1.1 | -7 | -1.8 | 24 | -7 | -3 | -3
CC(NS(=O)(=O)c1cccc(Cl)c1)C(=O)Nc1ccc(-c2nc3ccccc3s2)cc1 (stereo not given) | 0.3 | 14 | 0 | 0.9 | 19 | -2.2 | -8 | 0 | -16 | -2

Grouped by structure: those above with a furan ring, fused or not
SMILES | Mtb BioA inh | BoNT-F LC inh | CCHFV vOTU inh | Mtb UGM inh | FBA Mtb inh | FadD28 binding | VHR inh abs | GDH-TPI counter | Rv3671c protease | MazEF act
CC[C@@H](Nc1ncnc2c1oc1ccccc12)C(=O)O | -1.8 | 3 | -5 | -1.3 | -1 | -0.2 | -1 | 1 | -1 | 9
Cc1c(Br)c([N+](=O)[O-])nn1C(C)C(=O)NCc1ccco1 (stereo not given) | -1.1 | -14 | -1 | 2.3 | -2 | -2.1 | 9 | -4 | -8 | 3
CC(C)C(NS(=O)(=O)c1ccccc1F)C(=O)OCC(=O)NCc1ccco1 (stereo not given) | -1.1 | 7 | 3 | / | 0 | -1.5 | / | -1 | / | 6
